CXCR6 block: CXCR6 (human) receptor inhibition; CHO-K1 PathHunter CXCR6 beta-arrestin, luminescence; inhibition, % at 20 µM; 0.36% of 360,000 active; AID 602244; in the data active = inhibition above about 34%, passing the limit was not always enough;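 note: antagonist mode with CXCL16 agonist at 10 nM final; 0% = 10 nM CXCL16 with DMSO and 100% = unstimulated wells without agonist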
Target sequence (O00574 whole entry, looked up): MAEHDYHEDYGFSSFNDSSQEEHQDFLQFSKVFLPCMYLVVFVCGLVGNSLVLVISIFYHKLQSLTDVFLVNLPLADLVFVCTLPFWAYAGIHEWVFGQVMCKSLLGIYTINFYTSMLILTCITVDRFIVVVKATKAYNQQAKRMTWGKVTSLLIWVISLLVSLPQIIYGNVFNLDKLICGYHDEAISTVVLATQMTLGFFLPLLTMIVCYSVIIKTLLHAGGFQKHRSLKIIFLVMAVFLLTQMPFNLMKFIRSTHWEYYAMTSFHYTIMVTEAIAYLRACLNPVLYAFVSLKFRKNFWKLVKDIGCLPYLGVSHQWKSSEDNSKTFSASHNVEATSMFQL
697 NFkB inh: inhibitors of the PMA/ionomycin-induced NF-kB reporter in 697 B cells; AID 435022; inhibition, % at 4 µM; 0.33% of 330,000 active; 697 B-cell NF-kB luciferase reporter, 16 h; in the data active = inhibition above about 35%
Jurkat NFkB inh: lowers PMA/ionomycin-induced NF-kB signal in Jurkat cells | PMA/ionomycin-induced NF-kB luciferase reporter, luminescence | inhibition, % at 4 µM | 0.53% of 330,000 active; in the data active = inhibition above about 50%
Gli-Sufu antag: blocks Gli-Sufu signaling in a luciferase reporter; Sufu-KO-LIGHT fibroblasts, Gli luciferase reporter luminescence; inhibition, % at 5 µM; 0.74% of 340,000 active;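 active = inhibition above about 55%, limit read from the data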;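 note: 0% = DMSO-treated cells and 100% = wells with medium but no cells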
UPR CHOP act: apoptotic UPR (CHOP) activation | CHO-CHOP luciferase reporter, luminescence; percent of tunicamycin response over DMSO baseline | activation, % at 10 µM | 0.34% of 330,000 active | AID 449763;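 active = at 10 µM dose, activation of 40% or more, normalized to positive control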;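 note: 100% = tunicamycin at 10 µg/mL and 0% = DMSO alone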
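Test system: CHO-CHOP cells, stable luciferase reporter of PERK-eIF2a-CHOP signalling | Quantity: 500 CHO-CHOP cells per well | Buffer or medium: F12 plus 10% serum | Compound dosing: 10 µM single point, 0.5% DMSO | Schedule: 6 h compound treatment, 37 °C | Signal: Luciferase luminescence | Control set: Tunicamycin high control, DMSO low control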
CCR6 antag: CCR6 (human) receptor antagonism; CHO-K1 CCR6 PathHunter beta-arrestin, luminescence, CCL20-stimulated; inhibition, % at 20 µM; 0.49% of 340,000 active; AID 493098;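 active = compounds whose inhibition of the agonist-driven luminescence signal at 20 µM reaches about 50%, limit read from the data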;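 note: cells stimulated with CCL20 at 14 nM final; plate controls were DMSO with CCL20 for no effect and DMSO without agonist for full effect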
Target sequence (P51684 whole entry, looked up): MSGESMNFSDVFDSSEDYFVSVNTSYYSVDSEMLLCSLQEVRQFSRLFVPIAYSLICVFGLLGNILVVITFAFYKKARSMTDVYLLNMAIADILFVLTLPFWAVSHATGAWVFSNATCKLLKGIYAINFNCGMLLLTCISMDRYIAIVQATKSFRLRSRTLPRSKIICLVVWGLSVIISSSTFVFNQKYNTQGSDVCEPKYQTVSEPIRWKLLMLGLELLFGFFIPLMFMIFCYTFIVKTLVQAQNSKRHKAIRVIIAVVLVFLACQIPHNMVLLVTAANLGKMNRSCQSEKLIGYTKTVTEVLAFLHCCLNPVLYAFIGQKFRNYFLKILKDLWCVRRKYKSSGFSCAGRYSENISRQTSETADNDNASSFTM
XBP1 UPR activ: activators of adaptive arm of unfolded protein response (XBP1); CHO-XBP1 luciferase reporter, IRE1-XBP1 UPR activation, luminescence; percent of tunicamycin response, DMSO as zero; activation, % at 20 µM; 0.33% of 330,000 active; AID 463104;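 active = versus positive control, 20 µM dose yields 30% or more activation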;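 note: 100% = tunicamycin at 10 µg/mL and 0% = DMSO only wells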
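Test system: CHO-XBP1 luciferase reporter cells | Buffer or medium: Serum-containing F12 medium, 10% FBS | Schedule: 6 h compound exposure at 37 °C, 5% CO2 | Detection: Steady-Glo luciferase glow luminescence, 10 min after reagent addition | Read-out basis: Activation, % of tunicamycin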
EBI2 antag: antagonists of human EBI2 receptor | P32249 | EBI2 beta-arrestin recruitment, luminescence, 7a,25-OHC stimulated | 0.81% of 360,000 active | inhibition, % at 5 µM; in the data active = inhibition above about 38%;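 note: enzyme fragment complementation signal reports receptor beta-arrestin coupling in cells; 0% = agonist plus DMSO wells and 100% = wells without agonist; some results beyond the cut were filed as inactive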
Target sequence (P32249 whole entry, looked up, the tested form may be a part): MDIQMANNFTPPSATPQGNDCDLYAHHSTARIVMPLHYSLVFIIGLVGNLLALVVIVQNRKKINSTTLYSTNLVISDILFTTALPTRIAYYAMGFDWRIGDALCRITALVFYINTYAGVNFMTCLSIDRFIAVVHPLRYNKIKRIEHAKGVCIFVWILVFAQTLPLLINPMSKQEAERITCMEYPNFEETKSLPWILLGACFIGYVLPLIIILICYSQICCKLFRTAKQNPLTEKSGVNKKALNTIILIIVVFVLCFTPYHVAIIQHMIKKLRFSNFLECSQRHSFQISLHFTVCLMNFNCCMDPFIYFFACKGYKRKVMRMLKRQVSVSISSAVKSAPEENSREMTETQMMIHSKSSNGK
Mdm2 MdmX PPI: disrupts the human Mdm2-MdmX interaction; O15151+Q00987; AID 485346; 3% of 330,000 active; SaOS-2 split-luciferase Mdm2/MdmX complementation, luminescence; inhibition, % at 8 µM;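 active = inhibition of at least 50% at 8 µM in the primary screen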
Active calls of the source: *; . = not tested or not shown.

SMILES	CXCR6 block	697 NFkB inh	Jurkat NFkB inh	Gli-Sufu antag	UPR CHOP act	CCR6 antag	XBP1 UPR activ	EBI2 antag	Mdm2 MdmX PPI
Cc1c(Cl)cccc1NC(=O)Nc1cc(C(C)(C)C)nn1C	3.1	8.7	-6.6	11.0	0.1	1.4	0.4	-3.1	13.4
O=C(CCNC(=O)c1ccc(Cl)cc1)Nc1cccc(S(=O)(=O)N2CCCCC2)c1	-0.8	-20.8	38.7	3.2	-0.7	1.8	-2.0	3.4	-8.1
C=C/C(C)=C/C[C@H]1C(=C)CCC2[C@](C)(C(=O)O)CCC[C@@]21C (stereo partly specified)	37.2	13.8	-1.3	-3.8	-1.1	44.4	1.6	-1.7	2.5
Cc1nn(S(=O)(=O)c2ccc(C(C)C)cc2)c(C)c1S(=O)(=O)N1CCOCC1	2.7	-0.2	15.9	-7.5	0.6	-19.1	-7.5	1.3	-18.9
CCCCn1c(N)c(N(CC(C)C)C(=O)CSCc2cccc(C)c2)c(=O)[nH]c1=O	1.9	4.1	12.5	1.5	-2.3	11.5	-0.2	5.6	23.6
c1ccn2cc(C34CC5CC(CC(C5)C3)C4)nc2c1	-0.3	3.9	-15.7	17.2	1.6	12.5	0.5	10.9	-10.8
Cc1ccc2[nH]c(=O)c(CN(C(=O)c3cccc([N+](=O)[O-])c3)C(C)C)cc2c1	-5.5	13.7	1.0	6.3	0.8	4.0	-2.9	-6.9	-4.4
COc1ccc(C)cc1NC(=O)CN1CCN(CC(=O)Nc2ccccc2F)CC1	-3.1	-4.7	18.8	25.2	-0.4	3.5	-6.0	15.9	32.3
Cc1noc(C)c1CSc1nnc(-c2cc(Cl)ccc2Cl)n1N	2.7	-3.0	-12.1	11.6	0.8	2.1	-1.6	0.0	-4.4
Cc1csc(SCC(=O)Nc2c(C)n(C)n(-c3ccccc3)c2=O)n1	4.2	2.8	-8.2	-0.5	3.3	-19.3	-1.4	-13.2	6.6
CCOC(=O)[C@H]1[C@H]2COc3ccc(Br)cc3[C@@H]2N2C(=O)N(c3ccc(F)cc3)C(=O)[C@@]12C	-7.6	-3.7	6.2	1.5	-0.3	0.9	-0.6	13.3	11.5
COc1ccc(S(=O)(=O)Nc2cc(C)on2)cc1OC	0.9	3.8	-10.4	-4.0	-1.9	6.4	1.9	-1.4	-10.9
c1cnc2ccc3c(c2c1)COCO3	-9.3	.	.	-1.3	.	-5.4	.	-1.4	.
CCc1ccccc1NC(=O)C1NC(=O)CC1c1ccccc1 (stereo unspecified)	3.6	16.8	4.2	9.9	-2.3	1.4	-2.2	5.7	-8.9
CCC(C)NS(=O)(=O)c1cccs1 (stereo unspecified)	-4.4	-16.7	-26.4	2.4	-1.3	8.0	0.9	-15.4	0.5
Cc1coc2c1c(C)cc1oc(=O)c(CC(=O)NCCC(=O)O)c(C)c12	-0.6	8.4	13.4	5.2	3.0	-14.6	0.7	1.0	-4.6
Cc1ccc(N2CC(C(=O)N3CCN(Cc4ccc5c(c4)OCO5)CC3)CC2=O)cc1 (stereo unspecified)	4.4	8.4	-7.2	3.5	4.2	17.9	1.7	3.6	22.8
COC(=O)Cn1c(=O)c2c(n(Cc3ccccc3)c1=O)N/C(=C/c1ccc(OC)cc1)C2=O	-10.1	15.1	11.9	-5.8	-1.6	-22.1	-1.4	-0.5	25.0
COc1ccc(C(=O)N2CCC(NC(=O)C(Cc3ccccc3OC)NC(C)=O)CC2)cc1 (stereo unspecified)	9.3	11.4	-8.7	25.8	1.2	-1.7	4.8	10.0	-7.8
Cc1ccccc1NC(=O)NC(N)=O	-3.1	8.3	0.6	-6.2	0.9	1.1	-2.1	6.4	-1.5
CC(=O)N/N=C(\C)c1ccc(Br)cc1Br	-7.3	18.6	-6.1	-1.5	-1.6	2.4	-0.5	8.3	2.4
O/N=C/CCn1c(=S)sc2ccccc21	2.2	6.1	-2.3	3.9	-1.6	-11.9	-1.5	-9.8	-23.5
O=[N+]([O-])c1ccc(C=NN=Cc2ccc([N+](=O)[O-])cc2)cc1	4.3	.	.	-0.8	.	9.6	.	-3.9	.
COc1cc(NC(=O)c2ccccc2)c(OC)cc1NC(=O)CN1CCCCC1	-4.1	1.1	-8.9	-2.4	0.3	3.6	-0.6	4.8	14.6
CCc1ccccc1S(=O)(=O)c1c(C)cc(C)nc1Cl	3.7	9.1	-11.4	4.3	1.0	1.4	2.5	-1.4	-3.0
O=C(CN1C(=O)c2ccccc2S1(=O)=O)Nc1ccon1	-6.0	7.6	15.7	-13.9	0.2	10.7	-3.7	-7.6	25.0
O=C(NNC(=O)c1ccncc1)Nc1ccc([N+](=O)[O-])cc1	13.1	-29.1	0.1	-19.5	-1.9	10.6	-4.7	3.0	8.0
Cc1cccc(NC(=O)CNC(=O)CN2C(=O)NC3(CCCCC3C)C2=O)c1C (stereo unspecified)	1.6	11.7	3.5	-6.5	-2.0	-0.2	-2.1	-18.6	9.6
COCCCN(C(=S)Nc1cc(C)cc(C)c1)C(C)c1ccncc1 (stereo unspecified)	0.2	-29.5	-18.8	-2.1	-1.3	-3.4	-0.7	-4.1	4.9
COc1ccccc1N1CCN(C(=O)CSc2nnc(C)n2C2CC2)CC1	-10.3	16.3	10.2	-6.2	1.1	-2.1	-1.1	1.6	-3.0
Cc1ccc(S(=O)(=O)N=S(CCO)CCO)cc1	-11.2	-7.1	-13.3	-9.1	0.5	37.1	1.2	3.9	-4.7
COc1ccc(C(=O)/C=C/C(=O)N(Cc2ccc3c(c2)OCO3)C(C(=O)NC2CCCCC2)c2ccncc2)c(O)c1 (stereo unspecified)	9.0	6.4	-9.3	8.4	0.1	12.1	-4.2	0.3	26.1
Cc1ccc(NC(=O)c2cc(S(=O)(=O)N3CCCCC3)ccc2N2CCOCC2)cc1F	-3.0	-11.0	-4.6	0.8	-0.9	10.1	-3.4	-0.2	18.6
OCC1(c2cc(C(F)(F)F)n[nH]2)CCCCC1	-4.2	6.2	1.7	5.4	0.9	-7.5	0.5	-8.8	-0.6
O=C(c1ccc(NC(=S)Nc2ccc(F)cc2F)cc1)N1CCOCC1	-0.9	-9.4	1.9	8.8	1.0	7.2	-2.1	-9.1	13.1
O=c1[nH]c(C2CCN(S(=O)(=O)c3ccccc3F)CC2)nc2c1nnn2Cc1ccc2c(c1)OCCO2	0.0	9.4	1.1	-10.2	-3.5	8.7	-0.2	7.3	12.9
CCOC(=O)Cn1c(Br)nc2c1c(=O)[nH]c(=O)n2C	-1.1	5.4	-9.0	98.8*	-1.1	-9.6	-2.6	3.6	4.1
Cc1cc(N2CCN(C)CC2)nc2ccc(NC(=S)N3CCCCCC3)cc12	12.2	-27.1	-64.5	10.3	4.7	2.7	3.9	17.8	14.3
CN(C)CC[n+]1ccc(C(=O)c2ccccc2)cc1	-17.6	-6.3	-15.2	-5.0	0.0	-2.5	0.5	-11.7	-2.5
COc1ccc(Br)cc1C(=O)Nc1ccc(O)cc1	0.7	-24.4	-20.3	3.4	-1.5	11.4	1.6	-7.6	11.5

Looked up above:
Under 697 NFkB inh, Cc1cccc(NC(=O)CNC(=O)CN2C(=O)NC3(CCCCC3C)C2=O)c1C (stereo unspecified) shows 11.7
Under Mdm2 MdmX PPI, O=C(c1ccc(NC(=S)Nc2ccc(F)cc2F)cc1)N1CCOCC1 shows 13.1
Under Gli-Sufu antag, CC(=O)N/N=C(\C)c1ccc(Br)cc1Br shows -1.5

Remaining list, next part.
SMILES	CXCR6 block	697 NFkB inh	Jurkat NFkB inh	Gli-Sufu antag	UPR CHOP act	CCR6 antag	XBP1 UPR activ	EBI2 antag	Mdm2 MdmX PPI
Cc1nn(Cc2ccccc2)c(Cl)c1/C=C/C(=O)OCC(=O)N(C)C1CCS(=O)(=O)C1 (stereo unspecified)	7.0	19.8	10.1	-0.9	-0.9	3.9	-0.9	9.4	7.9
COCCNC(=S)NNc1ccc(Cl)c(C(=O)O)c1	-0.9	-0.3	2.8	5.2	1.2	5.2	-1.9	-2.1	-11.6
COc1ccc(CCn2c(N)c(C(=O)NCc3ccco3)c3nc4ccccc4nc32)cc1OC	13.4	3.9	18.1	-0.4	9.0	27.4	-1.8	2.2	17.9
Cc1ccn(CC(=O)N2CCCC(N3CCN(c4cccc(Cl)c4)CC3)C2)n1 (stereo unspecified)	-9.0	-13.9	-1.7	18.8	1.1	16.6	-3.1	-8.0	-1.0
O=C(NC1CCSC1=O)c1ccc(Oc2cccc(C(F)(F)F)c2)nc1 (stereo unspecified)	-7.2	-5.4	-9.4	32.8	-1.2	-28.2	-1.0	-5.9	9.9
O=C(CSCc1ccc(Cl)cc1)N/N=C/c1ccccc1	4.7	-22.4	6.2	50.5	-1.0	12.3	0.4	2.6	7.4
O=C(CN1C(=O)NC(CCc2ccccc2)C1=O)Nc1ccc(F)c(F)c1F (stereo unspecified)	1.9	5.6	-25.1	-8.5	-1.5	4.9	-1.9	6.9	6.3
Cc1c(-n2c(SCC(=O)NC(C)C(C)C)nc3ccccc3c2=O)c(=O)n(-c2ccccc2)n1C (stereo unspecified)	3.7	3.5	-11.5	28.5	-0.4	6.4	0.2	-5.6	-17.5
Cc1csc2nc(CCNS(=O)(=O)c3ccc4c(c3)OCCO4)cn12	-4.9	-4.6	-11.3	0.0	0.2	3.1	-1.6	-16.8	6.9
CC1CCCCN1CCCNC(=O)c1cc(Br)c(Br)[nH]1 (stereo unspecified)	-7.7	-11.6	-0.8	13.1	-0.5	2.6	1.1	3.2	-22.4
CN(C(=S)NCCN1CCOCC1)C(c1ccccc1)c1ccccc1	3.5	-0.1	-7.3	6.5	1.7	3.5	-3.3	-9.0	23.2
Cc1cc(=O)[nH]c(SCC(=O)N2CCCCC2)n1	-6.5	1.0	-8.0	-12.5	4.8	0.8	-5.3	-7.0	8.1
CSc1cccc(NC(=O)COC(=O)C2CCN(S(=O)(=O)c3ccccc3)CC2)c1	5.8	18.6	11.2	-2.4	0.7	5.1	-0.6	5.3	4.8
COc1c2ccoc2nc2c(OC)c(O)ccc12	1.4	-8.5	0.3	4.6	3.2	-0.6	3.7	-6.0	-8.9
Fc1ccc(Nc2nc(-c3cccnc3)cs2)cc1	1.8	-110.9	-113.7	-81.3	3.1	8.5	4.5	18.1	-73.4
CC(=O)Nc1cccc(NC(=O)CSc2ccc3nnc(CCNC(=O)c4ccccc4)n3n2)c1	-11.6	18.4	2.5	-3.8	0.2	-0.4	-0.4	-8.9	14.7
Cc1cc(C)c(NC(=O)CS(=O)CC(=O)Nc2ccc(F)cc2F)c(C)c1 (stereo unspecified)	0.0	7.4	3.6	-3.2	0.0	8.4	2.4	0.5	-8.7

Whole records as entered above. Order of screens: CXCR6 block | 697 NFkB inh | Jurkat NFkB inh | Gli-Sufu antag | UPR CHOP act | CCR6 antag | XBP1 UPR activ | EBI2 antag | Mdm2 MdmX PPI
O=C(NC1CCSC1=O)c1ccc(Oc2cccc(C(F)(F)F)c2)nc1 (stereo unspecified) is entered as -7.2 | -5.4 | -9.4 | 32.8 | -1.2 | -28.2 | -1.0 | -5.9 | 9.9
Cc1c(-n2c(SCC(=O)NC(C)C(C)C)nc3ccccc3c2=O)c(=O)n(-c2ccccc2)n1C (stereo unspecified) is entered as 3.7 | 3.5 | -11.5 | 28.5 | -0.4 | 6.4 | 0.2 | -5.6 | -17.5
CN(C(=S)NCCN1CCOCC1)C(c1ccccc1)c1ccccc1 is entered as 3.5 | -0.1 | -7.3 | 6.5 | 1.7 | 3.5 | -3.3 | -9.0 | 23.2

Not a hit list; 5% or so of the library scored in one or more.
